Assay outcomes from PubChem BioAssay.
TLR4 MyD88 comp = inhibitors of human TLR4-MyD88 binding. HeLa CL3-4 TLR4/MyD88 BLA complementation, FRET ratio. inhibition, % at 8.4 µM. 200,000 tested, 0.18% active. AID 861; in the data active means inhibition above about 25%;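 further: 0% = vehicle and 100% = reference inhibitor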
Target sequence (O00206 whole entry, looked up): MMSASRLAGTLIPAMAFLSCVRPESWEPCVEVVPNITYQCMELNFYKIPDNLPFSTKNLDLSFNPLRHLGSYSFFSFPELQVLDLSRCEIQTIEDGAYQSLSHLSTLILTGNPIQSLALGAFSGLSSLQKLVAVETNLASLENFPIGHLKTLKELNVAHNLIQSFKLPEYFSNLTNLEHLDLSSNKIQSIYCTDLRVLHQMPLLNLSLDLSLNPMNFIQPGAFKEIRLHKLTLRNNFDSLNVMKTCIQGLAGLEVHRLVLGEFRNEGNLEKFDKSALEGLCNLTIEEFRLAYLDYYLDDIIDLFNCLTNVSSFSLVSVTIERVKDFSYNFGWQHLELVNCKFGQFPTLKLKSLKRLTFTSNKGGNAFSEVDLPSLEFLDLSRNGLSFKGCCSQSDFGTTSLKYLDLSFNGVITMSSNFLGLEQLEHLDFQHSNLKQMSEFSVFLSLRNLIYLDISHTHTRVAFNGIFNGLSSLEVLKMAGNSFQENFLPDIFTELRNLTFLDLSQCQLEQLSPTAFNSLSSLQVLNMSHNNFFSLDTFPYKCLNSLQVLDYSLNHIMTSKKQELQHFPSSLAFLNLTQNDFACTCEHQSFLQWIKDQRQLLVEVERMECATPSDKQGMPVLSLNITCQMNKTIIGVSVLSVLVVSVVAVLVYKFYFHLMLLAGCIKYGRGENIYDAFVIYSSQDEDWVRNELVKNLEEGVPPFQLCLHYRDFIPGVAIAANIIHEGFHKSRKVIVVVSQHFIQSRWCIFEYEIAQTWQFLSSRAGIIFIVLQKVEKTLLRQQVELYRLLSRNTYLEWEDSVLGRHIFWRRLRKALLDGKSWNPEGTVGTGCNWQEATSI
Target sequence (Q99836 whole entry, looked up): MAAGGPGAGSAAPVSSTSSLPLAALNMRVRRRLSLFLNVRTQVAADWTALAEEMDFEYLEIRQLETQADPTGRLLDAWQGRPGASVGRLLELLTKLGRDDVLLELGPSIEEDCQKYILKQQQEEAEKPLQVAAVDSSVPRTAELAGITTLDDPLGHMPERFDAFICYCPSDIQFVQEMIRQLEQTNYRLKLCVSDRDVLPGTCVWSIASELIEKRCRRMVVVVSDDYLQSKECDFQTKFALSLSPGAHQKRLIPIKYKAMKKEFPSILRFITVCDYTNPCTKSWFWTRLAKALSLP
Diaph inh CS = diaphorase inhibition or chemical oxidation counter-screen; inhibition, % at 20 µM; diaphorase resazurin-to-resorufin fluorescence, NADH, 16 min; bacterial (C. kluyveri) enzyme, not human; AID 1217; 190,000 tested, 0.69% active;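 active means primary screen inhibition at 20 µM above a set limit, cut at about 50% in these data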;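 further: plate controls were DMSO with full reaction for no effect and wells lacking NADH for full effect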
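Test system: Clostridium kluyveri diaphorase enzyme / Quantity: diaphorase at 0.14 U/mL in enzyme working solution / Incubation: 16-min room-temperature incubation before reading / Benchmarks: NADH-free wells as positive control, DMSO-only neutral wells / Signal: resorufin fluorescence 544/590 nm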
PMI act satM6P = PMI (human) activation, high substrate | coupled PMI enzyme assay, resazurin fluorescence, 20 min; hits give high values; 1 = untreated enzyme, 0 = substrate-free blank | 190,000 tested, 0.34% active | P34949 | AID 1216 | activation factor at 20 µM;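 active means activation factor of 2 or more at 20 µM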
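Test system: human phosphomannose isomerase with PGI, G6PDH, diaphorase coupling enzymes / Doses: 20 µM compound, 1% DMSO / Times: enzyme reaction with compound 20 min at room temperature / Measured by: Diaphorase-driven resazurin-to-resorufin fluorescence, excitation 544, emission 590 nm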
RAM network inh = yeast RAM network inhibition | S. cerevisiae dse1pr::URA3 reporter, 5-FOA growth OD615, 2 d; analog-sensitive cbk1-as2 kinase mutant strain | inhibition, % at 50 µM | 190,000 tested, 1.8% active;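 active means inhibition above a set limit, 3 SD over mean compound inhibition, cut at about 8.4% in these data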;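 further: 0% = DMSO-only wells with no growth and 100% = 10 µM 1-NA-PP1 full growth; inhibition rescues growth on 5-FOA so higher OD means more RAM inhibition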
Hsp70 act = Hsp70 transcriptional activation, primary screen; 200,000 tested, 0.04% active; HeLa Hsp70 promoter luciferase reporter, luminescence; scaled: vehicle 0, proteasome-inhibitor control 100%; activation, % at 10 µM;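 active means activation above the mean across all tested compounds plus 3 SD, cutoff set per campaign, cut at about 5.5% in these data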;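 further: 100% = MG132 at 30 µM as the positive control and 0% = DMSO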
PMI act = activators of human phosphomannose isomerase | P34949 | purified human PMI, coupled resazurin fluorescence, 20 min; hits give high values; 1 = vehicle control, 0 substrate-free wells | activation factor at 20 µM | 190,000 tested, 0.005% active | AID 1214;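 active means activation factor of 2 or more at 20 µM, relative to plate controls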
S1P3 antagonist = antagonists of human S1P3 receptor; Q99500; CHO S1P3 NFAT-BLA reporter, FRET fluorescence, antagonist mode; inhibition, % at 4.98 µM; 170,000 tested, 0.27% active; AID 485;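 active means inhibition above the plate cutoff, the mean inhibition of test wells on that plate plus 3 SD, cut at about 28% in these data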;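 further: cells challenged with S1P at its EC80 of 0.8 µM; blue over green emission ratio from cleaved BLA substrate after 4 h stimulation; 0% = S1P-stimulated wells and 100% = unstimulated DMSO-only wells; some compounds past the cut are filed as inactive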
L major viab = reduces viability of Leishmania major promastigotes | resazurin fluorescence viability | 200,000 tested, 9% active | inhibition, % at 10 µM;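 further: promastigotes grown with compound for 44 hours at 28 °C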
G6PDH CS = inhibits Leuconostoc G6PDH, flagging false hits in G6PDH-based assays | 200,000 tested, 0.12% active | inhibition, % at 5 µM | Purified L. mesenteroides G6PDH, diaphorase/resazurin coupled fluorescence, 45 min
Diaph act CS = diaphorase activation or chemical reduction counter-screen; Diaphorase/resazurin coupled assay, resorufin fluorescence, 16 min; hits give high values; 1 = vehicle wells, 0 = NADH-free wells; activation factor at 20 µM; 190,000 tested, 0.005% active;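 active means diaphorase activity raised at least twofold by the compound at 20 µM; inactive means activation factor below 2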
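test system = bacterial diaphorase enzyme (C. kluyveri) | quantity = enzyme 0.07 U/mL final | reagent = NADH substrate 0.114 mM plus resazurin dye 0.1 mM, final | incubation = 16 min enzyme reaction, ambient temperature | buffer or medium = HEPES pH 7.4 buffer with MgCl2 and Tween 20 | signal = fluorescence of resorufin, 544 nm excitation, 590 nm emission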
DTT redox prof = compounds producing H2O2 with reducing agent – biochemical, NIH compound library profiling, artefact control for MLSCN library redox annotation, primary screen; 200,000 tested, 0.03% active; DTT-dependent redox cycling H2O2, phenol red/HRP absorbance; 100% = 100 µM peroxide control, 0% = buffer; activation, % at 10 µM;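 active means activation of at least 50% relative to the plate's high and low controls in the primary single-dose screen; inactive means activation below 50%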;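 further: compound incubated with DTT at 0.8 mM final as the reducing agent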
Active calls of the source: *. Unless noted, no stated cut-off is given here; in the data, active means inhibition above about 50%; inactive means the rest.

How did O=C1CSC(c2ccccc2)N1CC12CC3CC(CC(O)(C3)C1)C2 (stereo not drawn) do in these assays?
TLR4 MyD88 comp: -14; Diaph inh CS: -7; PMI act satM6P: 1; RAM network inh: -0.8; Hsp70 act: -0.3; PMI act: 1; S1P3 antagonist: -25; L major viab: -1; G6PDH CS: 3; Diaph act CS: 1.1; DTT redox prof: -0.2

Results for COc1cc(/C=C/C(=O)OCC(=O)NCc2cccs2)ccc1OC(F)F ?
TLR4 MyD88 comp: -4; Diaph inh CS: 8; PMI act satM6P: 1; RAM network inh: 4.6; Hsp70 act: -0.1; PMI act: 1; S1P3 antagonist: 2; L major viab: -3; G6PDH CS: -2; Diaph act CS: 0.9; DTT redox prof: 0.0

What do the screens show for `CCOc1ccc2ccccc2c1CNc1nnnn1C`?
TLR4 MyD88 comp: -10; Diaph inh CS: 3; PMI act satM6P: 1; RAM network inh: -0.1; Hsp70 act: -0.3; PMI act: 1; S1P3 antagonist: -3; L major viab: -4; G6PDH CS: 11; Diaph act CS: 1; DTT redox prof: -0.9

Results for COc1nc(NCc2cccnc2)nc(NC2CCCCC2)n1 ?
TLR4 MyD88 comp: 1; Diaph inh CS: 2; PMI act satM6P: 1; RAM network inh: 2.7; Hsp70 act: -0.2; PMI act: 1; S1P3 antagonist: 19; L major viab: 5; G6PDH CS: 4; Diaph act CS: 1; DTT redox prof: -0.7

How did O=C(N/N=C/c1ccccn1)c1ccc(S(=O)(=O)N2CCCCCC2)cc1 do in these assays?
TLR4 MyD88 comp: 2; Diaph inh CS: 1; PMI act satM6P: 1.1; RAM network inh: 0.9; Hsp70 act: -0.3; PMI act: 1.2; S1P3 antagonist: -4; L major viab: -4; G6PDH CS: 9; Diaph act CS: 1; DTT redox prof: -0.1

How did CC(=O)N1CCN(c2cc(N3CCCC3)c(F)cc2[N+](=O)[O-])CC1 do in these assays?
TLR4 MyD88 comp: 6; Diaph inh CS: 12; PMI act satM6P: 0.9; RAM network inh: 0.8; Hsp70 act: 0.2; PMI act: 0.9; S1P3 antagonist: -3; L major viab: 2; G6PDH CS: 20; Diaph act CS: 0.9; DTT redox prof: -1.8

Results for CCC(C)N1C(=O)CCC1C(=O)N1CCN(c2ccc(F)cc2)CC1 (stereo not drawn) ?
TLR4 MyD88 comp: -6; Diaph inh CS: -11; PMI act satM6P: 1.1; RAM network inh: -0.4; Hsp70 act: -0.2; PMI act: 1.1; L major viab: -5; G6PDH CS: 7; Diaph act CS: 1.1; DTT redox prof: 0.2

How did Cc1[nH]c2ccc(-c3nnc(SCC(=O)c4ccc(F)cc4)o3)cc2c1C do in these assays?
TLR4 MyD88 comp: -2; Diaph inh CS: 12; PMI act satM6P: 0.9; RAM network inh: 5.3; Hsp70 act: -0.2; PMI act: 0.9; S1P3 antagonist: 8; L major viab: 5; G6PDH CS: -4; Diaph act CS: 0.9; DTT redox prof: -0.1

How did CC1=C(C(=O)N(C)C)C(c2ccc(Cl)c(Cl)c2)NC(=O)N1 (stereo not drawn) do in these assays?
TLR4 MyD88 comp: 9; Diaph inh CS: 10; PMI act satM6P: 0.9; RAM network inh: 0.3; Hsp70 act: -0.3; PMI act: 1; S1P3 antagonist: -23; L major viab: -9; G6PDH CS: 8; Diaph act CS: 0.9; DTT redox prof: 0.5

Results for CCOc1ccc(C2=C/C(=C/c3cccnc3)C(=O)O2)cc1 ?
TLR4 MyD88 comp: 18; Diaph inh CS: 11; PMI act satM6P: 1.8; RAM network inh: 2.0; Hsp70 act: 0.1; PMI act: 1.5; L major viab: -3; G6PDH CS: -49; Diaph act CS: 0.9; DTT redox prof: 2.0

How did COc1cccc(NC(=O)C(Cc2ccccc2)NC(=O)C2CCC(C)CC2)c1 (stereo not drawn) do in these assays?
TLR4 MyD88 comp: 3; Diaph inh CS: 12; PMI act satM6P: 1; RAM network inh: -0.3; Hsp70 act: 0.1; PMI act: 0.9; S1P3 antagonist: -5; L major viab: 15; G6PDH CS: -12; Diaph act CS: 0.9; DTT redox prof: -0.1

How did CC(=O)c1cc(C#N)c(SCCC(C)C)nc1C do in these assays?
TLR4 MyD88 comp: 1; Diaph inh CS: 11; PMI act satM6P: 0.9; RAM network inh: 2.9; Hsp70 act: 0.0; PMI act: 0.8; S1P3 antagonist: -13; L major viab: -4; G6PDH CS: -4; Diaph act CS: 0.9; DTT redox prof: -0.2

How did CN(C)C(=O)COC(=O)c1cc(Cl)cc(Cl)c1N do in these assays?
TLR4 MyD88 comp: -2; Diaph inh CS: 8; PMI act satM6P: 1.1; RAM network inh: 0.8; Hsp70 act: 0.0; PMI act: 1; L major viab: 2; G6PDH CS: 6; Diaph act CS: 0.9; DTT redox prof: -0.2

How did O=[N+]([O-])c1cc(Cl)ccc1Sc1cccc2cccnc12 do in these assays?
TLR4 MyD88 comp: 10; Diaph inh CS: 17; PMI act satM6P: 1; RAM network inh: 0.4; Hsp70 act: -0.1; PMI act: 0.9; L major viab: 18; G6PDH CS: -4; Diaph act CS: 0.8; DTT redox prof: 0.0

What do the screens show for `CCOc1cc(CNc2ccccc2)cc(Br)c1OCc1ccccc1F`?
TLR4 MyD88 comp: 10; Diaph inh CS: 16; PMI act satM6P: 0.9; RAM network inh: 2.6; Hsp70 act: -0.2; PMI act: 0.9; L major viab: 3; G6PDH CS: 2; Diaph act CS: 0.8; DTT redox prof: -0.6

What do the screens show for `Cc1cc(C)n(-c2nc3c(c(=O)[nH]c(=O)n3C)n2C)n1`?
TLR4 MyD88 comp: 5; Diaph inh CS: 9; PMI act satM6P: 1.1; RAM network inh: 1.4; Hsp70 act: 0.0; PMI act: 1; S1P3 antagonist: -11; L major viab: -3; G6PDH CS: 5; Diaph act CS: 0.9; DTT redox prof: 1.6

Results for CCOC(=O)C1C(=O)CC(C)(O)C(C(=O)OCC)C1c1cccc(OC)c1 (stereo not drawn) ?
TLR4 MyD88 comp: -5; Diaph inh CS: 2; PMI act satM6P: 1; RAM network inh: 1.2; Hsp70 act: 0.1; PMI act: 1; S1P3 antagonist: -27; L major viab: -6; G6PDH CS: 10; Diaph act CS: 1; DTT redox prof: 1.9

What do the screens show for `COc1ccccc1-n1cnnc1SCC(=O)Nc1ncc(Cl)cc1Cl`?
TLR4 MyD88 comp: -3; Diaph inh CS: 19; PMI act satM6P: 0.9; RAM network inh: -0.4; Hsp70 act: 0.3; PMI act: 1; S1P3 antagonist: -3; L major viab: -6; G6PDH CS: -2; Diaph act CS: 0.8; DTT redox prof: 1.5

What do the screens show for `Cc1cc(C)c(C)c(S(=O)(=O)Nc2ccccc2C(=O)NCCCN2CCOCC2)c1C`?
TLR4 MyD88 comp: 7; Diaph inh CS: 15; PMI act satM6P: 0.9; RAM network inh: -1.7; Hsp70 act: 0.0; PMI act: 1; S1P3 antagonist: -8; L major viab: 97*; G6PDH CS: 5; Diaph act CS: 0.8; DTT redox prof: -0.1

Results for CCC1CCCCN1C(=O)CSc1nnc(-c2ccc(Cl)cc2)o1 (stereo not drawn) ?
TLR4 MyD88 comp: 0; Diaph inh CS: 17; PMI act satM6P: 1; RAM network inh: 4.8; Hsp70 act: 0.3; PMI act: 1; S1P3 antagonist: -2; L major viab: 2; G6PDH CS: -2; Diaph act CS: 0.8; DTT redox prof: -1.2

How did Cc1c2c(nc3c(C(=O)NC4CCCCC4C)cnn13)CCCC2 (stereo not drawn) do in these assays?
TLR4 MyD88 comp: -6; Diaph inh CS: 29; PMI act satM6P: 1.1; RAM network inh: 0.5; Hsp70 act: -0.5; PMI act: 1; L major viab: 1; G6PDH CS: 0; Diaph act CS: 0.7; DTT redox prof: -0.1

What do the screens show for `COC(=O)c1ccccc1NC(=O)CCS(=O)(=O)c1ccc(Br)cc1`?
TLR4 MyD88 comp: 11; Diaph inh CS: 28; PMI act satM6P: 1; RAM network inh: 4.2; Hsp70 act: -0.2; PMI act: 1; S1P3 antagonist: 1; L major viab: 11; G6PDH CS: 1; Diaph act CS: 0.7; DTT redox prof: -1.2

What do the screens show for `CCNC(=O)COc1ncnc2scc(-c3ccc(F)cc3)c12`?
TLR4 MyD88 comp: -5; Diaph inh CS: 3; PMI act satM6P: 1; RAM network inh: 2.0; Hsp70 act: -0.4; PMI act: 1; S1P3 antagonist: -5; L major viab: -1; G6PDH CS: 4; Diaph act CS: 1; DTT redox prof: -0.9

What do the screens show for `CCOC(=O)c1cc2sccc2n1Cc1ccc(C#N)cc1`?
TLR4 MyD88 comp: 2; Diaph inh CS: 25; PMI act satM6P: 0.8; RAM network inh: 8.5*; Hsp70 act: -0.5; PMI act: 0.7; S1P3 antagonist: 24; L major viab: 2; G6PDH CS: -13; Diaph act CS: 0.8; DTT redox prof: 0.0

Results for COc1ccc(CCN2C(=O)NC(NS(=O)(=O)c3ccc(NC(C)=O)cc3)(C(F)(F)F)C2=O)cc1OC (stereo not drawn) ?
TLR4 MyD88 comp: -11; Diaph inh CS: -17; PMI act satM6P: 1.1; RAM network inh: 0.9; Hsp70 act: -0.2; PMI act: 1.1; S1P3 antagonist: 0; L major viab: -2; G6PDH CS: 4; Diaph act CS: 1.2; DTT redox prof: -0.2

What do the screens show for `Nc1cc(-c2ccc(Cl)cc2)nn1-c1ccccc1`?
TLR4 MyD88 comp: 3; Diaph inh CS: 14; PMI act satM6P: 0.9; RAM network inh: 4.3; Hsp70 act: 0.0; PMI act: 0.9; S1P3 antagonist: -18; L major viab: 13; G6PDH CS: -6; Diaph act CS: 0.9; DTT redox prof: -1.2

Random excerpt: 2 records from the list, in no set order.
How did O=[N+]([O-])c1cc(Cl)ccc1Sc1cccc2cccnc12 do in these assays?
TLR4 MyD88 comp: 10; Diaph inh CS: 17; PMI act satM6P: 1; RAM network inh: 0.4; Hsp70 act: -0.1; PMI act: 0.9; L major viab: 18; G6PDH CS: -4; Diaph act CS: 0.8; DTT redox prof: 0.0

What do the screens show for `Cc1cc(C)n(-c2nc3c(c(=O)[nH]c(=O)n3C)n2C)n1`?
TLR4 MyD88 comp: 5; Diaph inh CS: 9; PMI act satM6P: 1.1; RAM network inh: 1.4; Hsp70 act: 0.0; PMI act: 1; S1P3 antagonist: -11; L major viab: -3; G6PDH CS: 5; Diaph act CS: 0.9; DTT redox prof: 1.6
